Screening results: PubChem BioAssay, National Center for Advancing Translational Sciences (NCATS)
IMPase cell inh: qHTS Assay for Identifying the Cell-Membrane Permeable IMPase Inhibitors; Inositol monophosphatase 1 (Rattus norvegicus), P97697; CHO-M1 cells, IP1 accumulation, HTRF TR-FRET ratio; inhibition (IP1 accumulation), % at 46.1 µM; 120,000 tested, under 10 active; AID 901, 2007; active means well fitted curve in the direction sought with a large enough effect in the signal ratio, not every such curve was filed as active; inconclusive means small, poorly fitted or top-dose-only effect, or a change in a side signal; inactive means no such curve, though single readings can be large or run the other way; the % refers to the signal ratio;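 further: cells stimulated with carbachol in lithium chloride buffer; plate controls were DMSO basal wells for no effect and reference inhibitor wells for full effect; higher means more IMPase inhibition seen as more IP1 and lower FRET ratio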
Target sequence (P97697 whole entry, looked up): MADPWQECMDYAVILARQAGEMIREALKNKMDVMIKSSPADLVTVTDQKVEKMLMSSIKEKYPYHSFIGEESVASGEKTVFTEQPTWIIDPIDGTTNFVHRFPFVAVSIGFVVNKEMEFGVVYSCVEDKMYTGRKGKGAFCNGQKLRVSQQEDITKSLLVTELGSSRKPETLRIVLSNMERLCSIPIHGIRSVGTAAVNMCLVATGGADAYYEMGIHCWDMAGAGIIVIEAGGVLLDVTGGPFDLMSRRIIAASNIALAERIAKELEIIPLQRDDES
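CHO-M1, 2000 cells/well, cultured 16–30 h; cpd up to 46 uM; carbachol (50 uM solution, stimulation buffer w/ 50 mM LiCl, pH 7.4), 30 min 37C; IP-One TR-FRET, 10 min RT; Ex 320/Em 665, 620; Hill-fit AC50.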
12-hLO inh: qHTS Assay for Inhibitors of 12-hLO (12-human lipoxygenase) | purified 12-hLO, xylenol orange hydroperoxide absorbance | Potency, µM (titrated, usually from 57.1 µM), without a hit: top-dose activity change, negative = inhibition, usual class: inhibitors | Polyunsaturated fatty acid lipoxygenase ALOX12 (Homo sapiens), P18054 | hit rate 0.12% among 150,000; active means well fitted inhibition curve with a large enough effect; inconclusive means small, poorly fitted or top-dose-only effect; further: potency means the concentration at half of the fitted maximal effect; nearly all actives have a fitted effect of over 55% in size; many of its hits are not listed in these tables
Target sequence (P18054 whole entry, looked up): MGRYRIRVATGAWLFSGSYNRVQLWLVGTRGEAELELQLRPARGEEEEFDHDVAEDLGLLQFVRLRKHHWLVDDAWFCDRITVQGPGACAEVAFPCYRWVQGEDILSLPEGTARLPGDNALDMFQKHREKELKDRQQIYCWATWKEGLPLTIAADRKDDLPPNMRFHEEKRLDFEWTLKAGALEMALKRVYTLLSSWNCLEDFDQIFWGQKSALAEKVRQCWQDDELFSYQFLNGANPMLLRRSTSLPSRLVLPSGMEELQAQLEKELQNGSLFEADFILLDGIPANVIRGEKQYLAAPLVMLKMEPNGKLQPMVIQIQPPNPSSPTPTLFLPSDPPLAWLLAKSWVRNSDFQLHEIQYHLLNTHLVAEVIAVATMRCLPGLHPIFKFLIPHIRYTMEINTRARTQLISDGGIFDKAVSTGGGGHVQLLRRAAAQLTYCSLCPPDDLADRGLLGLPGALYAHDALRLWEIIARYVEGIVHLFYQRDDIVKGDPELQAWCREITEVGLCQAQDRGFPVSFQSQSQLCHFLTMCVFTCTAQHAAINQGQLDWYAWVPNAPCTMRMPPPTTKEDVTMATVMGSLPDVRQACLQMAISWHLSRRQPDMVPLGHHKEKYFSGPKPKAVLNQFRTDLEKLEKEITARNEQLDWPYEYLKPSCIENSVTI
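150 nM 12hLO, 25 mM Hepes pH 7.0 + 0.01% Triton X-100; cpd preinc 15 min RT; 40 uM arachidonic acid, 30 min RT; Fe-XO 30 min; A573/A405 ratio as read-out.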
Numbers without * were called inactive; ? = inconclusive; . = no result given; [ ] = dose if it differs, or a comment. Unless noted, on the % scale 0 is the no-effect control and ±100 the full control effect. These rows are one share of the data (hit frequency here may not be typical).

SMILES | IMPase cell inh | 12-hLO inh
Cc1ccc2oc(-c3ccc(NC(=O)c4cccc(F)c4)c(C)c3)nc2c1 | -1 | .
CCOC(=O)c1c(N)n(-c2cccc(C)c2C)c2nc3ccccc3nc12 | -11 | .
O=C1CC(c2nnc(Cc3ccccc3Cl)o2)CN1c1ccccc1 (centres undefined) | -6 | .
COc1cccc(-c2ccc3c(N)c(C(=O)Nc4cc(C(F)(F)F)ccc4OC)sc3n2)c1 | 1 | .
CCOc1ccccc1NC(=O)CN(CCc1ccccc1)S(=O)(=O)c1ccc(C)cc1 | -4 | .
Cc1ccc(NC(=O)CSc2nnc3scc(-c4ccccc4)n23)cc1 | -2 | .
COc1cc(-c2nc(SCC(=O)Nc3ccc(C)cc3)c(-c3ccc(F)cc3)[nH]2)cc(OC)c1OC | 8 | .
O=C(Cn1c(=O)n(Cc2ccc(C(=O)NCc3ccccc3Cl)cc2)c(=O)c2ccccc21)Nc1ccc(F)c(Cl)c1 | ? | .
Clc1ccc2nc(-c3cccs3)c(Nc3ccc4c(c3)OCCO4)n2c1 | 8 | .
CCOc1ccc(NC(=O)c2c(NC(=O)c3ccccc3F)sc3c2CCC3)cc1 | -3 | .
CC(=O)c1c(C)oc2ccc(N(C(=O)Oc3ccccc3)S(=O)(=O)c3ccc(Cl)cc3)cc12 | 9 | .
Cc1c(NC(=O)c2sc3ccccc3c2Cl)cccc1-c1nc2ccccc2o1 | -2 | .
COc1ccc(-c2ccc(CCC(=O)O)n2-c2ccccc2O)cc1 | 2 | .
CCOc1ccccc1NC(=O)c1cnn2c(C(F)F)cc(-c3ccccc3)nc12 | 5 | .
Cn1c(=O)c2c(nc(NCc3ccccc3)n2Cc2ccccc2Cl)n(C)c1=O | 4 | .
Cc1ccc(Cl)cc1N1CCN(C(=O)C2CCCN(S(=O)(=O)c3ccc(Br)s3)C2)CC1 (centres undefined) | 3 | .
COc1ccc(NC(=O)c2ccco2)cc1NC(=O)c1ccc(C)c(C)c1 | 0 | .
C#CCOc1ccc(-c2nnc(Nc3cccc(C)c3)c3ccccc23)cc1 | -2 | .
COc1ccc(S(=O)(=O)N(CCc2ccccc2)CC(=O)Nc2ccc(C)c(C)c2)cc1OC | 3 | .
COc1ccc(-c2cc(C(=O)Oc3ccccc3)c3cc(C)ccc3n2)cc1 | -8 | .
CCOC(=O)c1c(Nc2ccc(O)cc2)nnc(-c2ccccc2)c1-c1ccccc1 | ? | .
CCOC(=O)c1c(Nc2ccc(OCC)cc2)nnc(-c2ccccc2)c1-c1ccccc1 | 12 | .
CCOC(=O)c1c(C)oc2ccc(N(C(=O)Oc3ccccc3)S(=O)(=O)c3ccc(CC)cc3)cc12 | -3 | .
CCOc1ccc(NC(=O)/C(C#N)=C\c2ccc(-c3ccc(Cl)cc3)o2)cc1 | -4 | .
Cc1ccc(-c2nc3ncccc3o2)cc1NC(=O)COc1ccc(C(C)C)cc1 | -1 | .
Cc1ccnc(NS(=O)(=O)c2ccc(NC(=O)c3ccc(C)c(C)c3)cc2)n1 | ? | .
COc1ccc(-c2nn3c(-c4ccccc4C)nnc3c3ccccc23)cc1 | -2 | .
COc1ccc2oc(=O)c(C(=O)Nc3ccc(C(=O)O)cc3)cc2c1 | -5 | .
Cc1ccc(C(=O)Nc2ccc(Cl)c(-c3nc4ncccc4o3)c2)c(C)c1 | -13 | .
O=C(CCn1c(=O)c2ccccc2n(Cc2cccc(Cl)c2)c1=O)NCCc1ccccc1 | 3 | .
CCCOC(=O)c1c(NC(=O)C(C)Sc2nc(-c3ccccc3)cc(C(F)(F)F)n2)sc(C(=O)N(C)C)c1C (centres undefined) | 0 | .
CC(C)(C)c1ccc(C(=O)Nc2c(C(=O)c3ccc(F)cc3)oc3ccccc23)cc1 | 1 | .
Cc1ccc(NC(=O)C(C)Sc2nc(=O)cc(N)n2-c2cccc(C)c2)cc1 (centres undefined) | -3 | .
COc1ccc(-c2nc3nc(C)cc(C)n3c2Nc2c(C)cccc2C)cc1 | -4 | .
Cc1ccc(Nc2c(-c3ccc(N(C)C)cc3)nc3ccccn23)cc1 | ? | .
C=CCc1ccccc1OCC(O)CN1CCN(c2ccccc2)CC1 (centres undefined) | 10 | .
CCOc1ccccc1NC(=O)C(C)N(c1ccccc1)S(C)(=O)=O (centres undefined) | 1 | .
CC1CCCN(Cc2c(O)ccc3c(=O)c(Oc4ccc(C(C)(C)C)cc4)c(C(F)(F)F)oc23)C1 (centres undefined) | 2 | .
CCOc1ccc(N(C(C)C(=O)NCCSc2ccc(Cl)cc2)S(C)(=O)=O)cc1 (centres undefined) | 0 | .
Cc1ccc2nc(/C(C#N)=C/c3ccc(-c4ccc(F)cc4F)o3)[nH]c2c1 | -5 | .
COCCCNc1nc2c(c(=O)n(Cc3ccccc3)c(=O)n2C)n1C | 1 | .
COc1ccc(-c2noc(COc3ccc(Br)cc3C)n2)cc1OC | -11 | .
Cn1c(=O)[nH]c(=O)c2c1nc(NCCc1ccccc1)n2Cc1ccc(F)cc1 | 6 | .
CCOc1ccc(CCNS(=O)(=O)c2c(C)nc3scc(C)n3c2=O)cc1OCC | -7 | .
CSc1ccc(-c2nc3ncccn3c2Nc2ccc(C)c(C)c2)cc1 | -4 | .
CCCOc1ccc(C2c3c(oc4ccccc4c3=O)C(=O)N2c2nnc(C(C)C)s2)cc1 (centres undefined) | -1 | .
CCOC(=O)c1c(NC(=O)/C=C/c2ccc(OCC)cc2)sc(C)c1C | -1 | .
CC1CCCN(Cc2c(O)ccc3c(=O)c(-c4ccccc4Cl)c(C(F)(F)F)oc23)C1 (centres undefined) | -3 | .
CC1=C(C(=O)Nc2ccccc2)C(c2ccc(C)cc2)n2nc(SCc3ccccc3C)nc2N1 (centres undefined) | -5 | .
CCCOc1cccc(C2c3c(oc4cc(C)c(C)cc4c3=O)C(=O)N2CCCN2CCOCC2)c1 (centres undefined) | -4 | .
CCOC(=O)CSc1nnc2n(-c3ccccc3)c(=O)c3c4c(sc3n12)CC(C(C)(C)C)CC4 (centres undefined) | -1 | .
Cc1ccc(C)c(N2CCN(Cc3nnc(-c4ccc5c(c4)OCO5)o3)CC2)c1 | ? | .
COC(=O)c1c(NC(=O)CCCOc2cccc(C)c2)sc2c1CCC2 | 4 | .
Cc1ccc(C(C)C)c(OCC(=O)Nc2c(C(=O)c3ccc(F)cc3)oc3ccccc23)c1 | -5 | .
Cc1cccc(Oc2nc3c(c(=O)n(C)c(=O)n3C)n2C)c1C | -1 | .
Cc1ccc(-c2nc3c(C)cccn3c2Nc2ccccc2C)s1 | -1 | .
CC(C)CCOc1ccc(C(=O)NCC2OCCc3ccccc32)cc1 (centres undefined) | -4 | .
COc1ccc(N(C(=O)c2cccc(C)c2)S(=O)(=O)c2ccc3c(c2)n(C)c(=O)n3C)cc1 | 0 | .
Cc1cc(C)cc(NC(=O)C(=O)NCCCN2CCOCC2)c1 | -2 | .
C[C@H](NC(=O)N1CCc2nc(-c3ccccc3)c3c(c2C1)CO[C@@H](C)C3)c1ccccc1 | . | 1%[11.4 µM]

More structures.
SMILES | IMPase cell inh | 12-hLO inh
CCCCC/C=C\C\C=C/C=C/C=C/[C@@H](SCC(NC(C)=O)C(=O)O)[C@@H](O)CCCC(=O)O (some centres undefined) | . | 6%
CCCCC/C=C\C[C@@H](O)/C=C/C=C\CCC(=O)O | . | 1%
CCCCC/C=C\C/C=C\C/C=C\CC1OC1CCCC(=O)O (centres undefined) | . | 2%
COC(=O)CCC(=O)OC1(C)C(=O)C=C2C=C(C3CC3)N(Cc3ccc(OC)cc3)C=C2C1=O (centres undefined) | . | -4%[11.4 µM]
C(=C\c1nc(-c2ccccc2)oc1Nc1ccc2ccccc2c1)/c1ccccc1 | . | 0%
Cc1ccccc1Nc1oc(-c2ccccc2)nc1CCc1ccccc1 | . | 0%
CCCCC/C=C\C/C=C\C/C=C\CCCCCCC(=O)NCCCC(=O)O | . | 3%
CC(C)C[C@@H](CC(=O)N[C@@H](CCC(=O)O)CC(=O)O)NC(=O)[C@@H]1CCCC[C@H]1NC(=O)C[C@H](CCCN)NC(=O)C[C@H](Cc1ccccc1)NC(=O)[C@@H]1CCCC[C@H]1N | . | -2%
CC1(OC(=O)C2CCCC2)C(=O)C=C2C=C(C3CC3)OC=C2C1=O (centres undefined) | . | -1%
CC(C)(C)OC(=O)NCCCC1=CC2=CC(=O)C(C)(OC(=O)C3CCCC3)C(=O)C2=CO1 (centres undefined) | . | -3%
COC(=O)CCC(=O)OC1(C)C(=O)C2=CN(Cc3ccc4c(c3)OCO4)C(c3ccc(OC)cc3)=CC2=C(Br)C1=O (centres undefined) | . | -1%[11.4 µM]
CC#CCN1c2ccccc2[C@]23C[C@@H](C(=O)OC)N(C(=O)C4CCC4)C2=NC(C(=O)OC)=C(C(=O)OC)[C@H]13 | . | -1%[11.4 µM]
CC/C=C\C/C=C\C/C=C\CCCCCCCCCC(=O)O | . | 0%
COc1ccc(-c2nc3c(c4c2C[C@H](c2ccccc2)OC4)CN(C(=O)C2CC2)CC3)c(C)c1 | . | -4%[11.4 µM]
CCC(=O)OC1(C)C(=O)C=C2C=C(c3ccc(C#N)cc3)OC=C2C1=O (centres undefined) | . | -4%
CC(C)[C@@H](CC(=O)N[C@@H]1CCCC[C@H]1C(=O)N[C@H](CC(=O)N[C@@H](CCC(=O)O)CC(=O)O)Cc1ccccc1)NC(=O)C[C@H](CO)NC(=O)[C@@H]1CNCC[C@H]1N | . | -4%
COC(=O)C1=C(C(=O)OC)[C@@H]2Nc3ccccc3[C@@]23C[C@@H](C(=O)OC)N(S(=O)(=O)c2ccc4c(c2)OCCN4C)C3=N1 | . | 3%[11.4 µM]
COC(=O)C1=C(C(=O)OC)[C@@H]2N(Cc3ccccc3)c3ccccc3[C@@]23C[C@@H](C(=O)OC)N(S(=O)(=O)c2ccc([N+](=O)[O-])cc2)C3=N1 | . | 3%[11.4 µM]

Structural class: the compounds so far containing four or more nitrogen atoms.
SMILES | IMPase cell inh | 12-hLO inh
CCOC(=O)c1c(N)n(-c2cccc(C)c2C)c2nc3ccccc3nc12 | -11 | .
Cc1ccc(NC(=O)CSc2nnc3scc(-c4ccccc4)n23)cc1 | -2 | .
O=C(Cn1c(=O)n(Cc2ccc(C(=O)NCc3ccccc3Cl)cc2)c(=O)c2ccccc21)Nc1ccc(F)c(Cl)c1 | ? | .
CCOc1ccccc1NC(=O)c1cnn2c(C(F)F)cc(-c3ccccc3)nc12 | 5 | .
Cn1c(=O)c2c(nc(NCc3ccccc3)n2Cc2ccccc2Cl)n(C)c1=O | 4 | .
Cc1ccnc(NS(=O)(=O)c2ccc(NC(=O)c3ccc(C)c(C)c3)cc2)n1 | ? | .
COc1ccc(-c2nn3c(-c4ccccc4C)nnc3c3ccccc23)cc1 | -2 | .
CCCOC(=O)c1c(NC(=O)C(C)Sc2nc(-c3ccccc3)cc(C(F)(F)F)n2)sc(C(=O)N(C)C)c1C (centres undefined) | 0 | .
Cc1ccc(NC(=O)C(C)Sc2nc(=O)cc(N)n2-c2cccc(C)c2)cc1 (centres undefined) | -3 | .
COc1ccc(-c2nc3nc(C)cc(C)n3c2Nc2c(C)cccc2C)cc1 | -4 | .
Cc1ccc(Nc2c(-c3ccc(N(C)C)cc3)nc3ccccn23)cc1 | ? | .
COCCCNc1nc2c(c(=O)n(Cc3ccccc3)c(=O)n2C)n1C | 1 | .
Cn1c(=O)[nH]c(=O)c2c1nc(NCCc1ccccc1)n2Cc1ccc(F)cc1 | 6 | .
CSc1ccc(-c2nc3ncccn3c2Nc2ccc(C)c(C)c2)cc1 | -4 | .
CC1=C(C(=O)Nc2ccccc2)C(c2ccc(C)cc2)n2nc(SCc3ccccc3C)nc2N1 (centres undefined) | -5 | .
CCOC(=O)CSc1nnc2n(-c3ccccc3)c(=O)c3c4c(sc3n12)CC(C(C)(C)C)CC4 (centres undefined) | -1 | .
Cc1ccc(C)c(N2CCN(Cc3nnc(-c4ccc5c(c4)OCO5)o3)CC2)c1 | ? | .
Cc1cccc(Oc2nc3c(c(=O)n(C)c(=O)n3C)n2C)c1C | -1 | .
CC(C)C[C@@H](CC(=O)N[C@@H](CCC(=O)O)CC(=O)O)NC(=O)[C@@H]1CCCC[C@H]1NC(=O)C[C@H](CCCN)NC(=O)C[C@H](Cc1ccccc1)NC(=O)[C@@H]1CCCC[C@H]1N | . | -2%
CC(C)[C@@H](CC(=O)N[C@@H]1CCCC[C@H]1C(=O)N[C@H](CC(=O)N[C@@H](CCC(=O)O)CC(=O)O)Cc1ccccc1)NC(=O)C[C@H](CO)NC(=O)[C@@H]1CNCC[C@H]1N | . | -4%
COC(=O)C1=C(C(=O)OC)[C@@H]2Nc3ccccc3[C@@]23C[C@@H](C(=O)OC)N(S(=O)(=O)c2ccc4c(c2)OCCN4C)C3=N1 | . | 3%[11.4 µM]
COC(=O)C1=C(C(=O)OC)[C@@H]2N(Cc3ccccc3)c3ccccc3[C@@]23C[C@@H](C(=O)OC)N(S(=O)(=O)c2ccc([N+](=O)[O-])cc2)C3=N1 | . | 3%[11.4 µM]
